Compound activity (PubChem)
KCNK3 block: human KCNK3 channel inhibition, primary screen | O14649 | CHO-KCNK3 thallium flux, FluxOR fluorescence; hits give low values | B-score at 10 µM | 0.84% of 340,000 active | AID 602410;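 active = B-score under library mean minus 4 SD, starting fluorescence ratio at most library mean plus 5 SD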;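 also: more negative B-score means stronger inhibition of thallium flux through KCNK3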
Target sequence (O14649 whole entry, looked up): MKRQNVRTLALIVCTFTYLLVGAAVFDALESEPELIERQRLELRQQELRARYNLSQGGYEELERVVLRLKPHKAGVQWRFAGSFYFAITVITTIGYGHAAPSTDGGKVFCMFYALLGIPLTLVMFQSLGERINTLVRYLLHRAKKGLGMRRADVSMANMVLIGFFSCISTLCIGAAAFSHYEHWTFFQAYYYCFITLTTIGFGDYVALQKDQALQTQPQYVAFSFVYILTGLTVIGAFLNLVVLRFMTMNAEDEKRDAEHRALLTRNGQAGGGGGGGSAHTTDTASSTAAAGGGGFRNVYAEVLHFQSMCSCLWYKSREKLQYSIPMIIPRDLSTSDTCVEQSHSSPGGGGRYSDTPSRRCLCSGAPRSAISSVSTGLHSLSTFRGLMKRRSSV
ANO1 activ: mouse TMEM16A channel activation, primary screen. HEK293 TMEM16A/YFP-H148Q/I152L, iodide quench fluorescence; hits give low values. B-score at 10 µM. 0.3% of 340,000 active;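 active = fluorescence-ratio B-score plate-corrected deviation score at least 3 library SD below zero, with starting fluorescence score within 5 deviations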;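 also: channel opened by trigger with iodide after compound preincubation; score built on the fluorescence ratio of max minus min over baseline; more negative score means more quench and so TMEM16A activation or potentiation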
* = called active by the depositor; i = inactive. These rows are one share of the data, so the mix of outcomes need not match the whole.

SMILES	KCNK3 block	ANO1 activ
CC(C(=O)N1CCc2ccccc21)N(C)CC(=O)Nc1cccc(F)c1 (configuration not stated)	i	i
CN1C[C@@H]2[C@@H]3C(=O)N(Cc4ccccc4)C(=O)[C@@H]3[C@](C)(C1=O)N2C(=O)c1ccccc1	i	i
CCOC(=O)C(=O)Cc1cccnn1	i	i
O=C(NCCCn1ccnc1)c1ccc(-c2cccc(Cl)c2Cl)o1	i	i
Cc1ccc(NC(=O)CSc2nc3ccccc3c(=O)[nH]2)cc1[N+](=O)[O-]	i	i
COc1cc(C2C=C(c3cccs3)Nc3ncnn32)cc(OC)c1OC (configuration not stated)	i	i
CC(NC(=O)CSC(=S)N(C)C)C12CC3CC(CC(C3)C1)C2 (configuration not stated)	i	i
CC(C)N1C(=O)C(=O)N(CC(=O)N2CCc3ccccc32)C1=O	i	i
Cc1ccc(S(=O)(=O)N2CCN(C(=O)CCC(=O)Nc3ccc(F)cc3F)CC2)cc1	i	i
CC1Cc2cc(-c3csc(NC(=O)CCl)n3)ccc2N1C(=O)C1CC1 (configuration not stated)	i	i
COC(=O)c1ccc(COC(=O)C2CCN(S(=O)(=O)c3ccccc3C(=O)OC)CC2)cc1	i	i
CCOc1ccc(S(=O)(=O)/N=C(/Nc2ccc(C(C)=O)cc2)c2ccccc2)cc1	i	i
COc1ccc(-c2cc(C(=O)NCCCN3CCCC3=O)c3ccccc3n2)cc1OC	i	i
O=C(COC(=O)c1cc(=O)[nH]c2ccccc12)NCc1ccccc1Cl	i	i
NS(=O)(=O)c1ccc(CCNC(=O)c2ccc(Cl)c(S(=O)(=O)N3CCCCCC3)c2)cc1	i	i
CCOc1ccc(NC(=O)CN(C)C(=O)C2CC(=O)N(CCc3ccc(OC)c(OC)c3)C2)cc1OCC (configuration not stated)	i	i
C[C@@H]1COC(=O)[C@@H](CC(=O)OC(C)(C)C)C/C=C\C[C@@H](CC(=O)N[C@@H](CO)Cc2ccccc2)C(=O)N1	i	i
CCOC(=O)N1CCN(C(=S)NC(=O)c2cccc(OC)c2)CC1	i	i
COCCN(C(=O)C1CCN(C(=O)c2ccccc2C)CC1)c1c(N)n(CC(C)C)c(=O)[nH]c1=O	i	i
O=C(O)c1cccc2c1C(=O)c1cc([N+](=O)[O-])ccc1-2	i	i

Entries listed so far containing an NH in an aromatic ring:
SMILES	KCNK3 block	ANO1 activ
Cc1ccc(NC(=O)CSc2nc3ccccc3c(=O)[nH]2)cc1[N+](=O)[O-]	i	i
O=C(COC(=O)c1cc(=O)[nH]c2ccccc12)NCc1ccccc1Cl	i	i
COCCN(C(=O)C1CCN(C(=O)c2ccccc2C)CC1)c1c(N)n(CC(C)C)c(=O)[nH]c1=O	i	i

Continued:
SMILES	KCNK3 block	ANO1 activ
CC(C)Cn1c(N)c(C(=O)CSc2nncs2)c(=O)n(C)c1=O	i	i
O=C(COc1ccc2c(-c3ccccc3)cc(=O)oc2c1)NC(Cc1c[nH]c2ccccc12)C(=O)O (configuration not stated)	i	i
Cc1cc(C)cc(NC(=O)CSc2nc3nc(C)cc(C)c3c(=O)[nH]2)c1	i	i
Cc1cnc(NC(=O)Cc2ccc(S(=O)(=O)N3CCOCC3)s2)s1	i	i
Cc1ncc(CO)c(/C=N/NC(=O)c2ccoc2C)c1O	i	i
CCN1C(=NCCCOC(C)C)N[C@@H](CCc2ccccc2)[C@H](C(=O)NCCCOC(C)C)[C@H]1C	i	i
Cc1ccc(-c2nn(-c3ccccc3)cc2C(=O)N2CCN(C3CCS(=O)(=O)C3)CC2)cc1 (configuration not stated)	i	i
Cc1cc(C)c2nc(Nc3nc(CSc4nc5ccccc5[nH]4)cc(=O)[nH]3)nc(C)c2c1	i	-6.42*
CCN1C[C@@H]2[C@@H]3C(=O)N(Cc4ccccc4)C(=O)[C@@H]3[C@](CC)(C1=O)N2C(=O)c1ccc(C(F)(F)F)cc1	i	i
CCN(CC(=O)Nc1ccc2c(c1)OCCO2)C(=O)/C=C/c1ccc([N+](=O)[O-])cc1	i	i
COc1ccc(C(=O)COC(=O)c2ccc3c(c2)OCO3)c(OC)c1	i	i
O=C(Nc1ccc(SC(F)F)cc1)c1ccc2c(=O)n3c(nc2c1)CCC3	i	i
Cc1ccc(CNC(=O)Cn2ccc(NC(=O)OCc3ccccc3)nc2=O)o1	i	i
COc1ccc(NS(=O)(=O)c2cccc(C(=O)N/N=C/c3c(F)c(F)c(F)c(F)c3F)c2)cc1	i	i
CN(Cc1ccccc1)C(=O)c1ncn(C)c1C(=O)N(C)Cc1ccccc1	i	i
CCN(CC)C(=O)[C@H]1CC(CC(=O)NCCc2ccccn2)C(=O)N2CCc3c([nH]c4ccc(OC)cc34)[C@]12C (some centres not stated)	i	i
CC1CCCN(S(=O)(=O)c2cccc(C(=O)OCC(=O)N(C)Cc3c(F)cccc3Cl)c2)C1 (configuration not stated)	i	i
O=[N+]([O-])c1cccc(-c2c(-c3ccccc3)ncc3cc(F)ccc23)c1	i	i
O=C(c1ccccc1)N(c1ccccc1)c1ccccc1O	i	i
CN(Cc1ccccc1)C(=O)c1ccc(NC(=O)Cc2ccc([N+](=O)[O-])cc2)cc1	i	i
C[C@H](CO)N1C[C@H](C)[C@@H](CN(C)C(=O)Nc2ccccc2)Oc2ccc(NC(=O)C3CC3)cc2C1=O	i	i
CC(C)Oc1ccc(S(=O)(=O)N2CCOCC2)cc1NC(=O)C1=NN(c2ccccc2)C(=O)CC1	i	i
COc1ccc(C2=CCCC2)c(OC)c1	i	i
COc1ccccc1C(=O)NCC(=O)Nc1ccc2c(c1)OCO2	i	i
COc1cc(C(=O)NC2CCN(C)CC2)ccc1Nc1ncc2c(n1)N(C1CCCC1)CCC(=O)N2C(C)C	i	i
CC(C)(C)C(=O)Nc1cc2nn(-c3ccccc3)nc2cc1Cl	i	i
COc1ccc(S(=O)(=O)N2CCOCC2)cc1NC(=O)c1sccc1C	i	i
Cc1ccc(-n2ccnc2SCC(=O)c2c(N)n(C3CC3)c(=O)[nH]c2=O)cc1C	i	i
COc1ccccc1C(=O)CN1C(=O)NC2(CCCCCC2)C1=O	i	i
COc1ccc(-c2cc(=O)c3c(OC)c(OC)c(OC)c(OC)c3o2)cc1	i	i
Cc1ccc(C)c(NC(=O)c2ccc(OCc3c(C)noc3C)cc2)c1	i	i
Cc1ccnn1-c1ccc(C(=O)NCC(c2ccco2)N2CCCC2)cc1 (configuration not stated)	i	i
O=CNC1c2ccccc2CCc2ccccc21	i	i
Cc1ccc(C(=O)NCN2CCN(c3ccccc3)CC2)cc1	i	i
O=C(COc1ccc(Br)cc1)Nc1nnc(C2CC2)s1	i	i
COc1ccc(NS(=O)(=O)c2ccc(C(=O)N(C)Cc3ccc(C)o3)cc2)cc1	i	i
CCCCCCCC1c2c(c(C)c(C)oc2=O)Oc2c(C)c(C)oc(=O)c21	i	i
N#CCCN(NC(=O)OCc1ccccc1)C(=O)OCc1ccccc1	i	i
CCOc1ccccc1-c1cc(C(=O)N/N=C/c2ccc3c(c2)OCO3)c2ccccc2n1	i	i
O=C(CSc1nnc(CN2CCCC2)n1-c1ccccc1)c1ccc2c(c1)OCO2	i	i

Profiles, quoted from the list:
CC1CCCN(S(=O)(=O)c2cccc(C(=O)OCC(=O)N(C)Cc3c(F)cccc3Cl)c2)C1 (configuration not stated) as listed: KCNK3 block = i; ANO1 activ = i
CN1C[C@@H]2[C@@H]3C(=O)N(Cc4ccccc4)C(=O)[C@@H]3[C@](C)(C1=O)N2C(=O)c1ccccc1 as listed: KCNK3 block = i; ANO1 activ = i
O=C(COC(=O)c1cc(=O)[nH]c2ccccc12)NCc1ccccc1Cl as listed: KCNK3 block = i; ANO1 activ = i

Next section.
SMILES	KCNK3 block	ANO1 activ
Cc1ccc(CNc2ncnc3c2cnn3C2CCCCO2)cc1 (configuration not stated)	i	i
NC1=NC(=O)C(=Cc2ccccc2)S1	i	i
Cc1noc(C)c1COc1ccccc1C(=O)N1CCN(c2cccc(Cl)c2)CC1	i	i
Oc1cc(NCCN2CCOCC2)cc2cccnc12	i	i
Cn1nc(C(=O)OCC(=O)c2ccccc2)c2ccccc2c1=O	i	i
Cc1ccc(S(=O)(=O)CCC(=O)Nc2cccc(S(=O)(=O)N3CCCCCC3)c2)cc1	i	i
CCC(NS(=O)(=O)c1cccs1)c1ccc(C)cc1 (configuration not stated)	i	i
CC(=O)Nc1ccc(S(=O)(=O)NCC(=O)Nc2ccc3c(c2)OCO3)cc1	i	i
CSc1ccccc1NC(=O)CN1C(=O)C2CC=CCC2C1=O (configuration not stated)	i	i
O=C(Nc1ccc(Cl)c(S(=O)(=O)N2CCOCC2)c1)c1cc(=O)[nH]c2ccccc12	i	i
CCOC(=O)C1=CC[C@H]2c3c(c4ccccc4n3C)C(=O)C1N2S(=O)(=O)c1ccc(C)cc1	i	i
CC1(C)CC(NC(=S)NC(=O)c2cc(Br)ccc2Cl)CC(C)(C)N1	i	i
O=C(COC(=O)c1ccc2c(c1)OCCO2)NCCc1ccccc1	i	i
COc1cc(OC)cc(-c2oc(=O)c3cc(OC)c(OC)cc3c2/C=C/c2ccc(F)cc2)c1	i	i
O=C(COC(=O)c1cccc(O)c1)Nc1ccc(N2CCOCC2)cc1	i	i
COc1cccc(NC(=O)COC(=O)C2CC2)c1	i	i
Nc1cc(=O)[nH]c(SCC(=O)N2CCC(Cc3ccccc3)CC2)n1	i	i
COc1cccc(NC(=O)CN(C)C(=O)CC2Sc3ccccc3NC2=O)c1 (configuration not stated)	i	i
O=S(=O)(NCc1nnc2ccccn12)c1ccc(Cl)cc1	i	i
Cc1cc(C)c(NC(=O)CN(C)CC(=O)Nc2cccc(S(=O)(=O)N(C)c3ccccc3)c2)c(C)c1	i	i

Structures listed above marked active in ANO1 activ:
SMILES	KCNK3 block	ANO1 activ
Cc1cc(C)c2nc(Nc3nc(CSc4nc5ccccc5[nH]4)cc(=O)[nH]3)nc(C)c2c1	i	-6.42*

Later entries:
SMILES	KCNK3 block	ANO1 activ
Cc1cc(C(=O)CCC(=O)NCC(=O)Nc2c(C)cccc2C)c(C)s1	i	i
CCN(CC(=O)NCc1cccs1)C(=O)CCCOc1ccccc1	i	i
COc1cccc(NC(=O)COC(=O)c2sccc2C)c1	i	i
CC(NC(=O)C1CCCN(C(=O)c2ccc(Cl)cc2)C1)c1cccc(C(F)(F)F)c1 (configuration not stated)	i	i
CCOC(=O)c1ccc(S(=O)(=O)NC2CCC(C)CC2)cc1 (configuration not stated)	i	i
Cc1cccc([N+](=O)[O-])c1NC(=O)COC(=O)c1nc2nccc(C)n2n1	i	i
CCCCN1CC(Br)C(=O)NC1=O (configuration not stated)	i	i
COc1ccc(C(=O)NCC(c2ccccc2)c2ccccc2)cc1S(=O)(=O)N1CCOCC1	i	i
C/C(=N\OCC(=O)OCC(=O)N(C)c1ccccc1)c1ccc2c(c1)OCO2	i	i
Nc1cc(N)nc(SCC(=O)NC(=O)NC2CCCC2)n1	i	i
NS(=O)(=O)c1ccc(N/N=C/c2ccc(O)c(O)c2O)c([N+](=O)[O-])c1	i	i
CCN(CC(=O)NCc1ccc(F)cc1)C(=O)C(C)Oc1cccc(Cl)c1 (configuration not stated)	i	i
CNC[C@H]1Oc2c(NS(=O)(=O)c3ccc(F)cc3)cccc2C(=O)N([C@H](C)CO)C[C@@H]1C	i	i
Cc1cc(NC(=O)CN(C)CC(=O)Nc2ccc(F)c(F)c2F)no1	i	i
O=C(c1cc(C2CC2)nn1-c1ccccc1)N1CCN(S(=O)(=O)c2ccccc2)CC1	i	i
CCOC(=O)C1CCNC(=O)C1=O (configuration not stated)	i	i
COC(=O)c1cc(=O)c2ccc(OC)cc2o1	i	i
O=C(Cn1cnc2scc(-c3ccc(F)cc3)c2c1=O)NCC(c1ccco1)N1CCCC1 (configuration not stated)	i	i
CCCCN(C(=O)CSc1nnc(-c2ccccc2)o1)c1c(N)n(CCC)c(=O)[nH]c1=O	i	i
CC1Cc2ccccc2N1S(=O)(=O)c1cccc(C(=O)NCc2ccccn2)c1 (configuration not stated)	i	i
CN1CCN(C(=O)c2cc3ccccc3cc2O)CC1	i	i
O=C(CCNS(=O)(=O)c1ccccc1Cl)OCc1nnc(-c2ccccc2Cl)o1	i	i
Cc1cccc(N2CN(S(=O)(=O)c3cccc([N+](=O)[O-])c3)c3nc4ccccc4nc32)c1	i	i
Cc1ccc(NC(=O)C2CCCC2)cc1S(=O)(=O)N1CCOCC1	i	i
O=C(COC(=O)c1ccccc1)c1ccc(S(=O)(=O)N2CCCCC2)cc1	i	i
COc1ccc(C2(C)C(C#N)C(=O)NC(=O)C2C#N)cc1 (configuration not stated)	i	i
COc1ccc(C)cc1N1CC(C(=O)Nc2ccccc2C(=O)NC2CC2)CC1=O (configuration not stated)	i	i
Nc1nc(COC(=O)c2ccc3c(c2)OCCO3)nc(Nc2ccccc2)n1	i	i
CC1CCC(NC(=O)CN(C)CC(=O)Nc2ccc(F)cc2)CC1 (configuration not stated)	i	i
COc1cc(OC)cc(C(=O)Nc2ccc(C(=O)Nc3ccccc3OC)cc2)c1	i	i
COC(=O)c1ccc(C)c(NC(=O)Cn2c(C)csc2=O)c1	i	i
Cc1c(C(=O)N2CCOCC2)oc2ccccc12	i	i
CC(=O)OCC(=O)C1(O)CCC2C3CCC4C(OC(C)=O)C(=O)CCC4(C)C3C(=O)CC21C (configuration not stated)	i	i
CCCNC(=O)C(Cc1cccc(Br)c1)NC(=O)c1ccc(C#N)cc1 (configuration not stated)	i	i
Cc1c(C(=O)NNC(=O)c2cccnc2)cccc1[N+](=O)[O-]	i	i
Cc1ccc(S(=O)(=O)NCCC(=O)NCCc2ccccc2)cc1	i	i
CC(=O)Nc1ccc(C(=O)OCC(=O)Nc2c(C)n(C)n(-c3ccccc3)c2=O)cc1	i	i
N#Cc1cccc(C(=O)Nc2ccccc2C(=O)NC2CC2)c1	i	i
O=C(CN1C(=O)NC(CCc2ccccc2)C1=O)Nc1ccccc1C(F)(F)F (configuration not stated)	i	i
CN(N=Cc1cccc2cccnc12)c1ccc([N+](=O)[O-])cc1[N+](=O)[O-]	i	i
CC(=NNC(=O)c1ccncc1)c1ccccc1Cl	i	i
